Screening results as filed in PubChem BioAssay.
USP2a inh – blocks human ubiquitin-specific protease USP2a. 330,000 tested, 0.01% active. USP2 core, Ub-CHOP2 coupled fluorogenic reporter, 485/531. Potency, µM (highest dose often 38.3 µM), without a hit: top-dose activity change, negative = inhibition, actives largely listed as inhibitors;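 also: potency is read from the fitted curve at half-maximal effect; plate controls were DMSO wells for no effect and full inhibition by NEM control for full effect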
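Cell-free coupled assay: 10nM USP2 core preincubated 30min RT with compound in Tris-HCl pH 8.0/CaCl2/CHAPS buffer, then 25nM Ub-CHOP2 and 25nM reporter substrate; fluorescence (Ex 485/Em 531) read after 60min RT, normalized to NEM inhibition, concentration-response curves fitted.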
Mito fusion act – inhibitors of mitochondrial division or activators of mitochondrial fusion | 320,000 tested, 0.23% active | Potency, µM (top dose mostly 46.1 µM), inactives show at the top dose growth rescue (activation), usual class: activators | AID 485298 | S. cerevisiae fusion-defective mutant growth rescue, CellTiterGlo 48 h;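 also: potency is read from the fitted curve at half-maximal effect; % of control where 0% means no effect; nearly all actives have a fitted effect of over 45% in size; temperature-sensitive fusion mutants such as fzo1-1 at 37 °C on non-fermentable ethanol glycerol medium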
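Growth-rescue viability read-out: after 48 h at the non-permissive 37C in glycerol/ethanol YPEG, yeast mitochondrial fusion mutants are measured by CellTiterGlo luminescence; compounds (23 nl pinned per well) restoring growth score as division inhibitors or fusion activators.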
Eya2 phos inh – blocks the phosphatase activity of human Eya2; O00167; recombinant Eya2, OMFP fluorescence dephosphorylation (OMFP is methylfluorescein phosphate); Potency, µM (series often up to 76.9 µM), without a hit: top-dose activity, negative = inhibition, actives largely listed as inhibitors; 330,000 tested, 0.006% active; AID 488837; also: potency is read from the fitted curve at half-maximal effect; % is scaled to controls: 0 for no effect and ±100 for the full control effect
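Eya2 protein (added as 0.2 uM solution) was preincubated with compound for 10 min at ambient temperature in 50 mM HEPES pH 7.5, 50 mM NaCl, 5 uM MgCl2, 0.05% BSA, 1 mM DTT. OMFP (added at 50 uM) then reacted 10 min; fluorescence read at 485/525 nm.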
MBNL1-CUG inh – MBNL1-poly(CUG) RNA binding inhibition. Q9NR56. TR-FRET MBNL1-His/biotin-(CUG)12 binding, 665/545 ratio. Potency, µM (doses to about 57.5 µM), inactives show at the top dose activity change, negative = inhibition, hits mostly inhibitors. 280,000 tested, 0.036% active. AID 2675; active = well fitted inhibition curve with a large enough effect in the signal ratio, with a control signal flat, not every such curve was filed as active; inconclusive = small, poorly fitted or top-dose-only effect, or effect the other way, or a change in a side signal; inactive = no such curve, though single readings can be large or run the other way; the % refers to the signal ratio; also: potency is read from the fitted curve at half-maximal effect; % is scaled to controls: 0 for no effect and ±100 for the full control effect
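MBNL1-His + Biotin-(CUG)12, cpd titration 92 nM–58 uM; Tb anti-His Ab 0.055 ng/ul, SA-XL665 5 nM (final); 60 min RT; ratiometric 665/545 nm, Ex 340 nm; normalized to buffer and full-complex controls.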
GALK inhibitor – galactokinase (human) inhibition; P51570; Purified GALK, Kinase-Glo residual ATP luminescence; Potency, µM (highest dose often 57.5 µM), inactives show top-dose activity change, negative = inhibition, most hits filed as inhibitors; 270,000 tested, 0.007% active; also: potency is read from the fitted curve at half-maximal effect; % is scaled to controls: 0 for no effect and ±100 for the full control effect
Target sequence (P51570 whole entry, looked up): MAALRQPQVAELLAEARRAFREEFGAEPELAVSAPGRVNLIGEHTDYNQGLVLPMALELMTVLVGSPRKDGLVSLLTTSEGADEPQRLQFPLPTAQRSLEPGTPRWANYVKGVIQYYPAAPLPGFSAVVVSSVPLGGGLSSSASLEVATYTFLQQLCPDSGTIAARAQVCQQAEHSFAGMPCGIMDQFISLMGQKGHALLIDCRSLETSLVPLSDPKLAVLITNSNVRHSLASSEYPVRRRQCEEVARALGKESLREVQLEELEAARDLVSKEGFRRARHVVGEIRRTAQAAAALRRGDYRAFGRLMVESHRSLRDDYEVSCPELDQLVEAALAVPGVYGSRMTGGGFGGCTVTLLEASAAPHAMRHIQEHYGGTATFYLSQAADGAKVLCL
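5 nM enzyme, 35 uM ATP, 100 uM galactose, 20 mM HEPES pH8.0, 5 mM MgCl2; 1 h RT; residual ATP by Kinase-Glo Plus luminescence, qHTS format.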
ASM inhibitor – human S-ASM enzyme inhibition; P17405; placental ASM, HMU-PC fluorogenic substrate, 60 min; Potency, µM (highest dose often 57.5 µM), for inactives: top-dose activity change, negative = inhibition, most hits filed as inhibitors; 340,000 tested, 0.006% active; also: potency is read from the fitted curve at half-maximal effect
Target sequence (P17405 47-631 limits assumed): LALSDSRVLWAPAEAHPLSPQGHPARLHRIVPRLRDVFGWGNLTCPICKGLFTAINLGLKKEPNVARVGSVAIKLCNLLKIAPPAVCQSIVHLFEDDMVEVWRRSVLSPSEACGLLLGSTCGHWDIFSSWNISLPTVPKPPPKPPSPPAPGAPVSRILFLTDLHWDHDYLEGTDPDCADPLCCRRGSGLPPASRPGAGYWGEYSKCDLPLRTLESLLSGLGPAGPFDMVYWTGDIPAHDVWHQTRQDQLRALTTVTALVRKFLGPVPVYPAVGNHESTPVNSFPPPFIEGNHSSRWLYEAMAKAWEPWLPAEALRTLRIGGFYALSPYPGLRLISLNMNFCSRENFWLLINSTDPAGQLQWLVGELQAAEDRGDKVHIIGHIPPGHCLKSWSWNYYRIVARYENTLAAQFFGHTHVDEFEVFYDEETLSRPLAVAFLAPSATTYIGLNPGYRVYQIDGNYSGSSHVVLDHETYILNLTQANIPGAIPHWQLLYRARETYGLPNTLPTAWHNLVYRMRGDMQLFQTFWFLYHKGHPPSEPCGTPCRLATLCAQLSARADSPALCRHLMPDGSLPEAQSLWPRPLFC
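Steps: dispense placental human ASM, pin compound, wait 10 min at room temperature, add HMU-PC0 substrate at 9 uM final, incubate 60 min at 37 °C, add stop solution raising pH to 10, read fluorescence.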
hERG WT inh – blocks the wildtype human KCNH2 potassium channel. Q12809. U2OS, BacMam KCNH2, thallium flux FluxOr; active compounds read low. activity change, % at 1.84 µM. 340,000 tested, 0.37% active;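 active = maximum activity change below -70%; inconclusive = maximum activity change between -70% and -50%; inactive = maximum activity change above -50%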; also: % is scaled to controls: 0 for no effect and ±100 for the full control effect
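U2OS cells transduced with wild-type KCNH2 virus are loaded with FluxOr dye for 45 min, and thallium flux is measured in kinetic reads before and after stimulation buffer. Rate constants are normalized to DMSO controls.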
Menin-MLL TR inh – menin-MLL binding inhibition, Texas Red mutant peptide. Menin + Texas Red MLL mutant peptide, fluorescence polarization. Potency, µM (doses to about 61.6 µM), inactives show at the top dose FP activity change, negative = inhibition, usual class: inhibitors. 270,000 tested, 0.23% active; active = well fitted inhibition curve with a large enough effect in the polarisation, with a control signal flat, not every such curve was filed as active; inconclusive = small, poorly fitted or top-dose-only effect, or effect the other way, or a change in a side signal; inactive = no such curve, though single readings can be large or run the other way; the % refers to the polarisation; also: potency is read from the fitted curve at half-maximal effect; % of control where 0% means no effect; many of its hits are not listed in these tables
TSHR antagonist – antagonists of human thyroid stimulating hormone receptor; activity change, negative = inhibition, % at 11.5 µM; TSHR-expressing cells, TSH-stimulated cAMP HTRF, 2 h; active compounds read low; 330,000 tested, 0.2% active;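 active = activity change below a set negative limit, meaning inhibition stronger than a set level, cut at about -70% in these data; inconclusive = activity change between two set negative limits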; also: % is scaled to controls: 0 for no effect and ±100 for the full control effect
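Read-out is FRET at 665 nm (cryptate excitation 337 nm) from a cryptate-tagged anti-cAMP antibody, competed by cell cAMP against cAMP-d2. Compounds are tested on freshly harvested TSHR cells challenged with 4nM TSH (EC80) for 2 hours at 37 deg C.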
PKM2 act – activators of human pyruvate kinase M2. P14618. purified PKM2, Kinase-Glo ATP luminescence, activation; response scale: 0% is enzyme alone, no compound. Potency, µM (series often up to 57.5 µM), for the others: top-dose activation, actives largely listed as activators. 260,000 tested, 0.34% active. AID 1631; also: potency is read from the fitted curve at half-maximal effect; % is scaled to controls: 0 for no effect and ±100 for the full control effect; nearly all actives have a fitted effect of over 55% in size
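Kinase-Glo luminescence reports ATP generated from ADP (0.1 mM) and PEP (0.5 mM) by purified hPK-M2 after 1 h at room temperature, pH 7.2 imidazole buffer; intermediate enzyme activity allows detecting inhibitors and activators.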
BCR signal inh – inhibitors of chronic active B-cell receptor signaling; ABC-DLBCL IkBa-CBG/CBR reporter, luminescence ratio, 4 h; Potency, µM (doses to about 46.1 µM), inactives show at the highest dose ratio change, negative = lower green/red ratio, actives largely listed as inhibitors; 340,000 tested, 0.05% active; AID 493014; active = well fitted inhibition curve with a large enough effect in the signal ratio, with a control signal flat, not every such curve was filed as active; inconclusive = small, poorly fitted or top-dose-only effect, or effect the other way, or a change in a side signal; the % refers to the signal ratio;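 also: potency is read from the fitted curve at half-maximal effect; plate controls were basal doxycycline-induced cells for no effect and cells given 10 µM MG132 for full effect; MG132 reads +100%, hits lower the ratio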
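Cell line TMD8 (human ABC DLBCL), stably expressing tet-inducible CBG68-IkBa fusion and CBR; IMDM/0.5% FBS; cpd up to 46 uM; dox induction, 4 h, 37C/5% CO2; dual luminescence; green/red ratio; MG132 control.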
* marks the source's active call; other numbers are inactive results; u = inconclusive; x = no result given; [ ] = dose if it differs, or a comment. Unless noted, calls follow the shape of the dose curve; as a rule, active = well fitted curve in the direction sought with a large enough effect; inconclusive = small, poorly fitted or top-dose-only effect, or another doubt; inactive = no such curve, though single readings can be large; an effect the other way counts as inactive or inconclusive. An excerpt. The share of hits here may be higher or lower than overall.

SMILES	USP2a inh	Mito fusion act	Eya2 phos inh	MBNL1-CUG inh	GALK inhibitor	ASM inhibitor	hERG WT inh	Menin-MLL TR inh	TSHR antagonist	PKM2 act	BCR signal inh
CCN(C(=O)COC(=O)c1ccccc1O)c1cccc2ccccc12	-2%	x	-3%	x	x	-10%	2	x	10	x	-4%
Cc1cc(/C=N/n2c(COc3ccccc3)nc3ccccc3c2=O)c(O)c([N+](=O)[O-])c1	0%	10%	5%	6%	x	-20%	1	u	-19	-3%	6%
CN(C)S(=O)(=O)c1ccc(N=Cc2c(C(F)(F)F)[nH][nH]c2=O)cc1	2%	7%	-10%	-8%	1%	5%	1	-6%	1	3%	0%
O=C(NCc1ccco1)c1cccc2c1C(=O)c1ccc(N3CCC(Cc4ccccc4)CC3)cc1S2(=O)=O	3%	x	9%	x	x	-14%	-6	x	-12	x	0%
CN(C)c1cc(-c2ccc(C#N)cc2)oc(=O)c1Cl	1%	-4%	5%	u	4%	9%	-7	x	-5	-10%	5%
Cn1c(/N=C/c2cccs2)nc2ccccc21	3%	-1%	-13%	1%	4%	4%	4	5%	8	-17%	-12%
COc1ccc(CN2CCN(Cc3c[nH]c4ccccc34)CC2CCO)c(F)c1 (stereo not drawn)	3%	-2%	10%	2%	-7%	-1%	51	-27%	25	-6%[11.5 µM]	-11%
COc1cccc(N(CC(=O)N2CCc3ccccc3C2)S(C)(=O)=O)c1	2%	1%	-5%	1%	-1%	3%	6	-5%	5	-12%	u
COc1cccc(CN=C2Nc3ccccc3CS2)c1	1%	-3%	8%	-8%	2%	-1%	-5	-9%	3	0%	-9%
CN(C)CCNC(=O)CNC(=S)N(Cc1ccccc1)Cc1ccccc1F	1%	-9%	-4%	12%	-2%	0%	-1	-1%	-2	-7%	-1%
CC(=O)Nc1nnc(SCC(=O)NCCOc2ccccc2)s1	-1%	-2%	11%	-8%	0%	-1%	2	-16%	-6	-4%	-3%
CCC(C)Sc1ccc([C@@H]2[C@H]3C(=O)N(CC)C(=O)[C@H]3[C@]3(C(=O)OC)CCCN23)cc1OC (stereo partly drawn)	-8%	-9%	-13%	x	x	-5%	0	x	2	x	-7%
O=C(O)c1c2c(nc3ccccc13)/C(=C/c1cccc([N+](=O)[O-])c1)CCC2	1%	2%	8%	u	5%	6%	-3	6%	-4	x	u
COC(=O)c1ccc(/C=N/NC(=S)NCCN2CCOCC2)cc1	1%	-12%	-3%	11%	-4%	-3%	-9	-2%	-7	0%	-12%
C[C@H](NC(=O)[C@@H]1Cc2ccccc2CN1)C(=O)NC1CCCC1	-2%	3%	4%	-2%	-2%	4%	-9	-9%	4	x	0%
CCCC1Cc2nc(Cl)c(C#N)cc2CO1 (stereo not drawn)	2%	0%	-25%	x	0%	-21%	0	x	6	-1%	0%
O=c1cc(CSc2ccccc2)[nH]c(=S)[nH]1	0%	-3%	1%	-9%	0%	-1%	2	8%	0	23%	-11%
CN1CCN(C2=C(Cl)C(=O)N(CCc3ccccc3)C2=O)CC1	-1%	-12%	9%	33%[activator]	1%	-5%	3	3%	-5	0%	20%
COC(=O)c1nc2n(n1)C(c1ccc(OC)c(OC)c1)C(C(=O)OC1CCCCC1)=C(C)N2 (stereo not drawn)	3%	0%	-23%	1%	1%	4%	-10	5%	7	1%	-14%
O=C(CCN1C(=O)c2ccccc2C1=O)NC(=S)Nc1cccc(Cl)c1	-4%	-13%	6%	1%	4%	-5%	-6	10%	-7	2%	u
O=C(NNC(=O)c1ccco1)c1ccccc1	3%	-2%	-7%	u	0%	3%	-12	9%	25	-1%	u
CCOC(=O)c1nnsc1N	1%	2%	0%	-2%	-2%	-1%	1	x	3	3%	3%
CCCCC1CCC(C(=O)OCC(=O)N(CCOC)c2c(N)n(Cc3ccccc3)c(=O)[nH]c2=O)CC1 (stereo not drawn)	-1%	-2%	-26%	x	x	-3%	-1	x	8	x	12%
Cc1cccc(/C=N/NC(=O)C2CCCNC2=O)c1 (stereo not drawn)	1%	11%	5%	-3%[11.5 µM]	x	2%	-7	1%	-2	10%	0%
C/C(=N/Nc1nc(C)cc(-c2ccccc2)n1)c1ccco1	0%	0%	8%	11%	-3%	-4%	-6	x	0	-2%	u
O=C(c1cccnc1)N(Cc1ccccc1)c1ccccc1	-2%	1%	6%	-2%	-3%	5%	1	-16%	-9	-18%	7%
COc1ccc(C2CC(c3ccccc3)Nc3nc(NC(=O)c4ccco4)nn32)cc1 (stereo not drawn)	0%	-1%	36%[15.4 µM]	1%	0%	-1%	-34	-8%	-4	-12%	0%
COc1cccc2c1OC1(C)CC2N(C(=O)c2ccco2)C(=S)N1c1ccc(F)cc1 (stereo not drawn)	1%	-3%	-5%	4%	-1%	-1%	-9	11%	-2	1%	5%
CC1CCCC(C)N1C(=O)CSc1nc2c(c(=O)n(C)c(=O)n2C)n1C (stereo not drawn)	1%	14%	2%	-4%	2%	-2%	-3	-20%	4	3%	u
O=C(Cn1c(CO)nc2ccccc21)NCc1ccc2c(c1)OCO2	1%	6%	11%	x	3%	-2%	3	x	-5	-2%	1%
CCn1nc(C)cc1C(=O)N1CCCC(C(=O)c2ccc(Oc3ccccc3)cc2)C1 (stereo not drawn)	-12%	-1%	-14%	-8%	-5%	0%	9	x	u	-1%	u
NS(=O)(=O)c1ccc(CCNCC(=O)N2CCC(Cc3ccccc3)CC2)cc1	-1%	5%	16%	-25%	x	0%	8	x	18	-4%	u
COc1ccc(-c2ccc(SCC(=O)Nc3cccc(C(C)=O)c3)nn2)cc1OC	-1%	4%	4%	-3%	-1%	-2%	7	21%	-17	-1%	u
CCc1ccc(-c2cc(C)no2)cc1S(=O)(=O)N1CCN(c2cccc(C)c2C)CC1	1%	1%	6%	1%	-2%	-8%	11	x	-34	x	3%
CC1(C)CC[C@]2(CO)CC[C@]3(C)C(=CCC4[C@@]5(C)CC[C@H](O)[C@@](C)(CO)C5CC[C@]43C)[C@@H]2C1 (stereo partly drawn)	0%	x	-29%	x	x	-7%	-5	x	9	x	-5%
COCCn1c(SCc2cnc(-c3ccccc3)s2)nnc1-c1ccncc1	-6%	-2%	-2%	-1%	7%	0%	7	2%	-7	-5%	u
C/C(=N\NS(=O)(=O)c1ccc(C)cc1)c1ccc(C)o1	2%	-5%	3%	-1%	1%	0%	-10	13%	1	1%	u
Cc1nn(Cc2c(F)c(F)c(F)c(F)c2F)c(C)c1NC(=O)c1ccc(COc2ccccc2Cl)o1	4%	-11%	0%	5%	-3%	-26%	7	u	-2	0%	u
COC(=O)c1ccccc1NC(=O)CN1CCCCC1	0%	-1%	-6%	2%	0%	0%	-7	-7%	-1	1%	0%
COc1cccc(NC(=O)CN(c2cccc(F)c2)S(C)(=O)=O)c1	3%	0%	-14%	-2%	1%	4%	5	3%	9	10%	-11%
Cc1ccc([N+](=O)[O-])cc1NC(=O)Cc1ccc(F)cc1	2%	-2%	-3%	7%	-4%	10%	-6	1%	-5	-1%	29%
COc1ccc(-c2cn(Cc3ccc(C(N)=O)cc3)c(-c3ccncc3)n2)cc1	0%	-12%	16%	x	x	-1%	x	x	-1	x	u
COc1ccc(-c2cc(=O)oc3cc(OC(C)C(=O)NCC4CCC(C(=O)O)CC4)ccc23)cc1 (stereo not drawn)	0%	-3%	-8%	u	x	-3%	-7	5%	-3	0%	-1%
CCCCNC(=S)NNC(=O)CCn1cc(C)cn1	1%	-7%	3%	-2%	2%	5%	-10	1%	1	-2%	u
COc1ccc(OCC(=O)NC(=S)NNC(=O)COc2ccc(Br)cc2Cl)cc1	-1%	2%	-2%	-7%	-1%	1%	3	12%	-7	-6%	-2%
C=CCN(C(=O)CNS(=O)(=O)c1ccccc1)C(C(=O)NCCOC)c1cccnc1 (stereo not drawn)	0%	2%	-19%	-4%	1%	-1%	-10	8%	-12	0%	11%
CSc1nnc(C)c(=O)[nH]1	-2%	8%	-5%	-12%	0%	6%	-2	-5%	46	-18%	3%
